High-throughput results as filed in PubChem BioAssay.
Rtt109 HAT inh: inhibitors of Candida albicans Rtt109/Vps75 histone acetyltransferase; Q5AAJ8; purified Rtt109/Vps75, ThioGlo CoA-SH fluorescence, 4 h; inhibition, % at 34.9 µM; hit rate 0.16% among 330,000; AID 540336;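 active = inhibition of at least 50% in every replicate; inconclusive = best replicate reaches 50% inhibition but some replicates fall short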
Target sequence (Q5AAJ8 whole entry, looked up): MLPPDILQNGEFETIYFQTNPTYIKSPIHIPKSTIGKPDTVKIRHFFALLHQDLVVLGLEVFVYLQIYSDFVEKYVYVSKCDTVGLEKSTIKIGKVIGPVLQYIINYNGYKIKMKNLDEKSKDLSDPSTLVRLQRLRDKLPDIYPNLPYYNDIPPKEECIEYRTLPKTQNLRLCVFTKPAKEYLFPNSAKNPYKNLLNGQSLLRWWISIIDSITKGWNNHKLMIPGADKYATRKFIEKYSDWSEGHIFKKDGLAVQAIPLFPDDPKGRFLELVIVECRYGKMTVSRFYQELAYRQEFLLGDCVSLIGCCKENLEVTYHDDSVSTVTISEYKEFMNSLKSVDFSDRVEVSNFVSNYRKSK
CDK5 p35 inh: inhibitors of human CDK5/p35 kinase; Recombinant CDK5/p35, ADP-Glo luminescence, 60 min; hit rate 0.01% among 330,000; AID 488839; Q00535+Q15078; inhibition, % at 10 µM;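 active = highest replicate inhibition of at least 50% and at least 75% of replicates reaching 50%; inconclusive = only one of the two criteria met; inactive = both criteria failed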;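 note: plate controls were DMSO neutral control for no effect and GW8510 at 10 µM for full effect; many of its hits are not listed in these tables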
dFosB act: mouse delta FosB homodimer activation; purified delta FosB, TAMRA-CDK5 oligo fluorescence polarization; percent of positive-control signal above neutral wells; activation, % at 25 µM; P13346; hit rate 0.99% among 340,000;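 active = mean activation above about 17%, with every replicate also reaching it, limit read from the data, passing the limit was not always enough; inconclusive = only one of the two conditions met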;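 note: fluorescence polarization rise as delta FosB binds a TAMRA Cdk5 AP-1 oligo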
Target sequence (P13346 whole entry, looked up): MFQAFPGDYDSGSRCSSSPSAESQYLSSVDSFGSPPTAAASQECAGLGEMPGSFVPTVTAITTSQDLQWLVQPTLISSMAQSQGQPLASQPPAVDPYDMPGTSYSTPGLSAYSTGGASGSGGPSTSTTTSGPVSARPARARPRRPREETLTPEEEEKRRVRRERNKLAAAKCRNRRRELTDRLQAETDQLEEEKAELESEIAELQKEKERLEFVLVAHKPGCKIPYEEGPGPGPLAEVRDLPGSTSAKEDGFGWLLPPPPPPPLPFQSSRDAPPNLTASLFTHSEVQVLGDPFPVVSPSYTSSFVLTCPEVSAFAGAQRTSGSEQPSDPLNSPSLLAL
PvdQ acylase: blocks Pseudomonas aeruginosa PvdQ acylase activity; hit rate 0.063% among 340,000; inhibition, % at 10 µM; purified PvdQ acylase, fluorescence plate reader; in the data active = inhibition above about 30%, passing the limit was not always enough; inconclusive = no clear call, values can overlap the other calls;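 note: 0% = vehicle neutral wells and 100% = reference inhibitor wells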
HTR5A ag ctr: counter-screen for OPRM1-OPRD1 agonists: human HTR5A agonism. P47898. HTR5A agonist assay, luminescence, cell-based. activation, % at 9.3 µM. hit rate 0.61% among 340,000. AID 504692; in the data active = activation mostly above about 9.5%, no sharp cut-off; inactive = mostly below about 7.6%;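 note: 0% = cells with vehicle only and 100% = reference agonist; strong numbers were not always called active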
Target sequence (P47898 whole entry, looked up): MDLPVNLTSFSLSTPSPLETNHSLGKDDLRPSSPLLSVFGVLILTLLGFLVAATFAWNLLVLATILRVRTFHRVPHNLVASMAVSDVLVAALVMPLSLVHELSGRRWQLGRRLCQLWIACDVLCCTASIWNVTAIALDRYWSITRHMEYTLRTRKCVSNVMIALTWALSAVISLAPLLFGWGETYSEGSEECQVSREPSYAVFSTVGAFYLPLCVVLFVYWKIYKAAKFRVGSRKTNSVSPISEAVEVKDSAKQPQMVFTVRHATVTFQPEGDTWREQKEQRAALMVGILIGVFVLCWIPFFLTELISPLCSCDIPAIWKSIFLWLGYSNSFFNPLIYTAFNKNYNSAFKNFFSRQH
cardiac RTF act: increases calcium sensitivity of human cardiac regulated thin filaments | AID 493008 | IANBD-labeled TnC RTF fluorescence at EC20 calcium; 0% EC20 calcium, 100% full calcium | activation, % at 7.2 µM | P19429+P45379 | hit rate 0.24% among 340,000;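 active = activation above the mean over all tested compounds plus 3 SD, cut at about 30% in these data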;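 note: rise in fluorescence read as greater calcium sensitivity of cardiac thin filaments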
Wnt bcat act: activates Wnt/beta-catenin signaling in a reporter cell assay. AID 743398. activation, % at 9.35 µM. hit rate 1.2% among 300,000. activator, plate reader; in the data active = activation above about 30%, passing the limit was not always enough; inconclusive = no clear call, values can overlap the other calls;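 note: 0% = neutral control wells and 100% = positive control wells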
SR-BI DiI inh: blocks mouse SR-BI lipid uptake from DiI-HDL | ldlA[mSR-BI] CHO cells, DiI-HDL uptake fluorescence, 3 h | inhibition, % at 12.5 µM | hit rate 0.96% among 320,000;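 active = mean replicate inhibition of at least 70% and a set share of replicates each scoring 70 or more; inconclusive = meets just one of the two criteria; inactive = fails both criteria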;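 note: 0% = median of neutral control wells and 100% = median of positive control wells; values of inactives mirror those of a sister screen read the other way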
MITF act: increases MITF-driven TRPM1 promoter luciferase signal | activation, % at 12.5 µM | SK-MEL-5 TRPM1-promoter luciferase, 24 h; % of positive control, neutral wells = 0 | hit rate 0.75% among 300,000 | AID 588334;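 active = mean activation of at least 80% with every replicate also reaching 80%; inconclusive = mean reaches 80% but some replicate falls short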;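 note: 0% = neutral control wells and 100% = parthenolide positive control wells; values of inactives mirror those of a sister screen read the other way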
SR-BI uptake up: SR-BI HDL lipid transfer activation; hit rate 0.096% among 320,000; AID 504775; activation, % at 12.5 µM; CHO ldlA[mSR-BI] cells, DiI-HDL uptake fluorescence, 3 h; 100 = double the neutral-control signal;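 active = mean replicate activation of at least 60% and every replicate at or above 60%; inconclusive = mean or all-replicate condition met, but not both; inactive = mean below 60% and not all replicates reaching 60%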;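 note: 0% = median plate neutral-control signal and 100% = twice that signal; values of inactives mirror those of a sister screen read the other way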
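Assay system: CHO ldlA[mSR-BI] cells, LDL receptor-null, SR-BI overexpressing; medium: Ham's F12 with 0.5% BSA, HEPES 25 mM, pH 7.4; also added: DiI-HDL 10 µg/mL; timing: 3 h uptake period with compound, 37 °C; signal: DiI fluorescence, bottom read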
An asterisk follows results filed as active; ? = inconclusive; . = no result given.

SMILES	Rtt109 HAT inh	CDK5 p35 inh	dFosB act	PvdQ acylase	HTR5A ag ctr	cardiac RTF act	Wnt bcat act	SR-BI DiI inh	MITF act	SR-BI uptake up
COc1ccc2c(c1)[nH]c1c(Cl)ncnc12	2	3.4	-37	-14	12*	0	?	-9	2	9
COc1ccc(CCNC(=O)c2cc(S(=O)(=O)N3CCOCC3)cn2C)cc1OC	3	-1.4	-2	10	7	0	1	39	.	-39
Cc1cccc(OCCC(=O)Nc2nnc(C)s2)c1	2	-0.9	1	0	3	-4	0	6	-2	-6
O=C(Cn1nnc2ccccc2c1=O)Nc1ccc(S(=O)(=O)N2CCOCC2)cc1	1	0.5	-8	0	2	1	-2	7	-5	-7
O=C(Cc1ccc(NC(=O)C2CCCN(C(=O)C3CCCCC3)C2)cc1)Nc1cccc(C(=O)N2CCCCC2)c1 (stereo not given)	-8	0.4	-4	-20	1	9	-2	43	3	-43
Cc1ccc(-c2cc(-c3cccs3)[nH]n2)c(O)c1	4	-4.2	-5	-18	-6	6	.	22	48	-22
CC(C)(C)NC(=O)N1CCN(S(=O)(=O)c2ccc3c(c2)CCC3)CC1	0	0.5	-5	-4	0	-1	-2	-14	-7	14
Cc1ccc(S(=O)(=O)Nc2ccc(C(=O)Nc3cc(C)on3)cc2)cc1	-9	1.9	-14	3	7	-7	.	4	12	-4
CC(C)N(C(=O)[C@H]1C[C@H](CC(=O)NC(C)(C)C)C(=O)N2CCc3c([nH]c4cc(-c5ccco5)ccc34)[C@]12C)C(C)C	3	0.1	-19	-7	0	-3	-1	-3	-5	3
CCOC(=O)C1(CCCc2ccccc2)CCN(S(=O)(=O)N(C)C)CC1	0	0.1	-2	-13	-1	3	-1	10	-6	-10
Cc1ccc(NC(=S)N(CCCN2CCOCC2)Cc2cccnc2)cc1C	-11	0.9	-10	-8	1	7	-1	-22	1	22
CCCCCCCCC1=NCCc2c1[nH]c1ccccc21	-1	2.8	16	-22	0	1	2	-3	-7	3
Cc1cccc(S(=O)(=O)N2CCN(Cc3ccc4c(c3)OCO4)CC2)c1	4	-0.4	-9	-14	1	-5	-7	-6	-4	6
COc1ccc(N2CCN(C(=O)c3cccnc3SCc3cccc(Br)c3)CC2)cc1	3	1.6	-9	1	5	-3	0	23	1	-23
O=C(CC1(O)C(=O)Nc2ccccc21)c1ccc2c(c1)OCO2 (stereo not given)	.	0.5	-1	11	8	-1	.	-18	-3	18
COc1ccc(C(=O)O/N=C(\C)c2ccccc2)cc1	-7	37	-8	-5	-1	5	.	-32	-9	32
CC(C)(C)NS(=O)(=O)c1ccc(CCC(=O)NCc2ccccn2)cc1	-8	0.9	-9	-19	-2	4	-2	3	.	-3
O=C1c2ccccc2C(=O)N1CCCCSc1nnc2ccccn12	5	3.3	-2	6	0	-4	.	-10	13	10
Cc1ccc(CN2C(=O)c3ccccc3NC2c2ccccn2)cc1 (stereo not given)	-26	0.8	-6	-9	0	7	0	2	13	-2
N#Cc1c(SCC(N)=O)nsc1SCc1ccc(Cl)cc1	5	0.5	-16	-13	-2	0	.	11	-14	-11
Cc1ccc(S(=O)(=O)N2CCCCC2)cc1NC(=O)C1CC(=O)N(Cc2ccco2)C1 (stereo not given)	-4	1.1	-4	-29	4	-2	-4	11	-5	-11
COc1ccc(CCNC(=O)CSCc2c(F)cccc2Cl)cc1OC	6	1.5	-2	-13	3	-1	-2	25	-8	-25
CC1CCc2sc(C(=O)OCC(=O)NC(C)C)cc2C1 (stereo not given)	2	0.7	-4	13	-1	-4	0	-20	0	20
Cc1ccc(OC(=O)CCc2c(C)nc3ncnn3c2C)cc1	4	-1.1	6	-15	-2	0	4	15	.	-15
CCNC(=O)NC(=O)C(C)Sc1nc2ccccc2c(=O)n1-c1cccnc1 (stereo not given)	-3	1.7	-9	-2	-1	-1	-1	-12	-8	12
Cc1cc(OC(=O)c2ccccc2)c([N+](=O)[O-])c(=O)[nH]1	1	-1.4	-6	-14	0	-6	-2	-26	-12	26
CC(=O)Nc1ccc(S(=O)(=O)N(Cc2cccnc2)Cc2cc3ccccc3[nH]c2=O)cc1	-2	.	-9	-15	3	5	-2	.	-8	.
Cc1cc(C2=NNC(=NC3CC3)SC2)c(C)n1-c1ccccc1F	5	6.1	4	-15	-7	0	-33	-2	-98	2
O=C(O)c1ccc(-n2nnnc2Oc2cccc3cccnc23)cc1	-7	5.2	1	6	4	3	.	1	3	-1
Cc1ccc(NC(=O)c2nnn(-c3cc(C)cc(C)c3)c2N)cc1	-7	-0.1	-14	1	8	2	31*	28	.	-28
COc1ccc([N+](=O)[O-])cc1NC(=O)c1cn(-c2ccc(C)c(C)c2)c(=O)c2ccccc12	-5	-0.6	0	-7	-3	-1	-3	.	-8	.
COc1ccccc1C(=O)OCCNC(=O)Cn1cnc2c1c(=O)n(C)c(=O)n2C	-3	-6.8	2	-19	.	13	-3	-32	-7	32
CC(OC(=O)c1cc(=O)[nH]c2ccccc12)C(=O)c1ccccc1 (stereo not given)	5	-5.3	4	-5	.	.	-3	-2	-1	13
CCCn1c(SC(C(=O)Nc2cc(C)ccc2OC)c2ccccc2)nc2ccccc2c1=O (stereo not given)	4	-1.1	-7	-11	3	4	9	-22	-5	22
CCOc1c(S(=O)(=O)NC2CC(C)(C)NC(C)(C)C2)ccc(Cl)c1Cl	-4	2.4	2	10	1	-6	-3	-15	5	15
Cc1ccc(C(=O)NCC(=O)NCC(c2cccs2)N2CCOCC2)cc1 (stereo not given)	-4	-0.4	-7	-11	-7	-3	0	-4	3	4
Cc1ccc(N2CCN(CCc3nc4cc(NS(C)(=O)=O)ccc4n3C)CC2)cc1	-10	0.2	-1	1	2	-4	-2	6	-7	.
Cc1ccc(CNC(=O)CN(C(=O)C2(C)CC(=O)N=C3C=CC=CN32)c2ccccc2)cc1 (stereo not given)	3	0.0	9	-12	-4	-5	-1	-18	14	18
CCOc1cc(S(=O)(=O)NCC2CCCO2)ccc1F (stereo not given)	-1	2.7	2	-12	0	-1	-2	9	-8	-9
COc1ccc(OC)c(NC(=O)CS(=O)(=O)c2cn(CC(=O)N3CCOCC3)c3ccccc23)c1	-5	-1.5	-19	-22	2	1	-2	12	3	-12
O=S(=O)(c1ccc(F)cc1)N1CCN(C(=S)NCCc2ccccc2)CC1	-3	0.1	-8	-12	8	-1	1	-12	-6	12
Cc1cc(C)c(NC(=O)c2cc(C(=O)O)ccc2C(=O)O)c([N+](=O)[O-])c1	-21	0.6	4	-9	-2	-2	1	-19	1	19
COC(=O)C1CCN(C(=O)CSc2nc3nc(C)cc(C)n3n2)CC1	-16	0.5	-3	1	14	-9	-4	2	0	-2
COc1cccc(C2C(C(=O)c3cc4ccccc4o3)=C(O)C(=O)N2CCN(C)C)c1OC (stereo not given)	-7	-0.3	-6	-6	-1	2	2	0	-1	0
COc1ccc(NC2CCCN(C(=O)CN3CCOC3=O)C2)cc1OC (stereo not given)	-6	-0.7	6	-2	2	6	1	-18	2	18
COCC(=O)NC1CC2CCC(C1)N2C(=S)Nc1ccccc1C(=O)OC (stereo not given)	-2	-4.7	6	-13	-1	4	0	-4	-7	4
CCOC(=O)CC1=CC(=O)Nc2ccccc2N1	1	0.7	-6	-5	7	5	.	0	-3	0
COc1ccc(CCNC2CC(=O)N(C)C2=O)cc1OC (stereo not given)	-1	-2.2	-8	0	5	0	.	-4	13	4
CCOC(=O)c1ccc(NC(=O)C23CCC(C)(C(=O)O2)C3(C)C)cc1 (stereo not given)	-5	0.9	4	4	0	1	.	-4	46	4
COc1ccc(C(=O)c2c[nH]c(C(=O)NCCCn3ccnc3)c2)cc1	-3	1.7	-2	-16	-2	2	40*	-7	-5	7
CCOc1ccc(NC2=NCC(=O)N2Cc2cccs2)cc1	8	-0.2	-2	-13	-4	0	.	2	0	-2
CC(=O)OCC(=O)NCc1ccc2c(c1)OCO2	7	-0.8	-7	4	0	-9	.	-10	-2	10
N#Cc1c(SCC(=O)Nc2cccc(C(F)(F)F)c2)sc2c(O)cc(=O)[nH]c12	3	-1.4	-22	-7	10	4	-2	-14	-12	14
C=CCNc1nc(N)c([N+](=O)[O-])c(NC2CCCCC2)n1	-11	0.0	3	6	3	0	0	11	0	-11
COc1ccc(N(CC(=O)NC2CCCCC2)C(=O)CCC(=O)Nc2nc(C)cs2)cc1OC	-1	-1.6	-2	-6	-3	7	2	.	-5	.
COc1ccccc1Cn1c(=S)[nH]c2cc(C(=O)NCCN3CCOCC3)ccc2c1=O	-25	1.7	4	-18	2	2	-3	-9	0	9
CCOc1ccccc1NC1=C(Cl)C(=O)N(c2ccc(OC)cc2)C1=O	11	-0.5	-5	10	8	-7	-1	-5	-18	5
CCOC(=O)N1CCN(C(=O)c2cccc(OC)c2O)CC1	-5	-4.3	-7	1	-3	6	.	-13	.	13
COc1ccc(-c2nnc3ccc(SCC(=O)NCc4ccco4)nn23)cc1	-3	-0.4	-15	1	-2	-5	.	-16	1	16
N#CCc1c(C#N)c(N)nc(N2CCOCC2)c1C#N	0	1.0	-6	-8	6	4	3	-10	-1	10

Copied from the listing for reference:
SMILES	Rtt109 HAT inh	CDK5 p35 inh	dFosB act	PvdQ acylase	HTR5A ag ctr	cardiac RTF act	Wnt bcat act	SR-BI DiI inh	MITF act	SR-BI uptake up
COc1ccc(-c2nnc3ccc(SCC(=O)NCc4ccco4)nn23)cc1	-3	-0.4	-15	1	-2	-5	.	-16	1	16
N#CCc1c(C#N)c(N)nc(N2CCOCC2)c1C#N	0	1.0	-6	-8	6	4	3	-10	-1	10

(next part)
SMILES	Rtt109 HAT inh	CDK5 p35 inh	dFosB act	PvdQ acylase	HTR5A ag ctr	cardiac RTF act	Wnt bcat act	SR-BI DiI inh	MITF act	SR-BI uptake up
Cc1ccc(-c2c(C#N)c(N)nc3c2CCCCC3)cc1	3	-1.3	-5	-7	6	0	.	-17	-11	17
Cc1cccc(OCC(=O)NCC(=O)N/N=C/c2ccc(N(C)C)cc2)c1	-12	-1.5	-6	-7	-9	-3	-3	-27	22	27
COc1ccc(-n2cc(-c3ccccc3)c3c(NCCOCCO)ncnc32)cc1	1	1.4	-10	-32	5	-5	2	33	0	-33
O=C(NNC(=O)c1ccccc1-c1ccccc1C(=O)O)c1cccc([N+](=O)[O-])c1	3	-1.6	-7	8	-7	5	-1	-13	3	13
COc1cc2c(cc1NC(=O)CSc1nc3ccccc3[nH]1)oc1ccccc12	-9	0.7	-9	-1	5	3	-5	67	-6	-67
Cc1c(Cc2ccccc2)c(=O)oc2cc(OC(C)C(=O)NCC3CCC(C(=O)O)CC3)c(Cl)cc12 (stereo not given)	2	0.2	-3	3	8	7	-2	3	-2	-3
CCN(CC(=O)Nc1c(F)cccc1F)C(=O)c1cc([N+](=O)[O-])ccc1N1CCOCC1	8	0.5	0	-13	-1	2	3	-6	1	6
O=CN1CCN(C(=O)CC(c2ccccc2)c2cc(Br)ccc2O)CC1 (stereo not given)	9	1.7	-6	6	0	-5	0	0	.	0
